Screens as filed in PubChem BioAssay.
PfHsp90 set2: reduces growth (ATP signal) of yeast expressing P. falciparum Hsp90. S. cerevisiae expressing PfHsp90, BacTiter-Glo ATP, 48 h; yeast lacking PDR1 and PDR3 efflux regulators. inhibition, % at 9.4 µM. actives 0.32% (n = 310,000);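 active = every replicate shows inhibition above about 80%, whatever the replicate mean, limit read from the data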;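 also: 0% = DMSO neutral controls and 100% = 20 µM radicicol positive controls; yeast relying on Plasmodium falciparum Hsp90 in place of its own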
dFosB activator: mouse delta FosB homodimer activation; purified delta FosB, TAMRA-CDK5 oligo fluorescence polarization; percent of positive-control signal above neutral wells; AID 493131; activation, % at 25 µM; actives 0.99% (n = 340,000);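 active = mean activation above about 17%, with every replicate also reaching it, limit read from the data, passing the limit was not always enough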;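 also: fluorescence polarization rise as delta FosB binds a TAMRA Cdk5 AP-1 oligo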
CAL PDZ FP-1: human CAL PDZ-peptide interaction inhibition; Q9HD26; purified CAL PDZ, TMR-peptide fluorescence polarization, 1 h; inhibition, % at 20 µM; actives 0.02% (n = 330,000); AID 504414;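 active = highest replicate inhibition of at least 40%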;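 also: plate controls were DMSO neutral control wells for no effect and unlabeled competitor peptide control wells for full effect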
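System: tagged CAL PDZ domain. Schedule: 1 h room-temperature incubation prior to read. Signal: fluorescence polarization (mP). Measure: percent inhibition from loss of millipolarization.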
Rtt109 HAT inh: inhibitors of Candida albicans Rtt109/Vps75 histone acetyltransferase. Q5AAJ8. purified Rtt109/Vps75, ThioGlo CoA-SH fluorescence, 4 h. inhibition, % at 34.9 µM. actives 0.16% (n = 330,000). AID 540336;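 active = inhibition of at least 50% in every replicate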
MITF act: increases MITF-driven TRPM1 promoter luciferase signal. SK-MEL-5 TRPM1-promoter luciferase, 24 h; % of positive control, neutral wells = 0. activation, % at 12.5 µM. actives 0.75% (n = 300,000);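 active = mean activation of at least 80% with every replicate also reaching 80%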;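 also: 0% = neutral control wells and 100% = parthenolide positive control wells; values of inactives mirror those of a sister screen read the other way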
SR-BI DiI-HDL act: enhances SR-BI lipid uptake from DiI-HDL | actives 0.096% (n = 320,000) | activation, % at 12.5 µM | CHO ldlA[mSR-BI] cells, DiI-HDL uptake fluorescence, 3 h; 100 = double the neutral-control signal;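 active = mean replicate activation of at least 60% and every replicate at or above 60%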;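 also: 0% = median plate neutral-control signal and 100% = twice that signal; values of inactives mirror those of a sister screen read the other way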
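System: CHO ldlA[mSR-BI] cells / Medium: HEPES-buffered (25 mM, pH 7.4) F12 plus 0.5% BSA / Probe or stimulus: labelled HDL, 10 µg/mL / Doses: single compound concentration, delivered by pin transfer / Schedule: 3 h, 37 °C / Measured by: DiI fluorescence, bottom read / Measure: cell-associated DiI fluorescence as measure of HDL uptake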
CAL PDZ FP-2: blocks peptide binding to the human CAL PDZ domain | Q9HD26 | purified CAL PDZ, TMR-peptide fluorescence polarization, 1 h | inhibition, % at 24.9 µM | actives 0.92% (n = 300,000) | AID 602252;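 active = mean inhibition of at least 30% with at least half of replicates also reaching 30%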;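 also: 0% = DMSO neutral control and 100% = excess unlabeled competitor peptide PRC23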
SR-BI DiI inh: mouse SR-BI HDL lipid transfer inhibition; Q61009; ldlA[mSR-BI] CHO cells, DiI-HDL uptake fluorescence, 3 h; inhibition, % at 12.5 µM; actives 0.96% (n = 320,000);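 active = mean replicate inhibition of at least 70% and a set share of replicates each scoring 70 or more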;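 also: 0% = median of neutral control wells and 100% = median of positive control wells; values of inactives mirror those of a sister screen read the other way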
PvdQ inh: blocks Pseudomonas aeruginosa PvdQ acylase activity; purified PvdQ acylase, fluorescence plate reader; inhibition, % at 10 µM; actives 0.063% (n = 340,000); in the data active = inhibition above about 30%, passing the limit was not always enough;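 also: 0% = vehicle neutral wells and 100% = reference inhibitor wells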
NSD2 HMT inh: NSD2 (human) methyltransferase inhibition; O96028; NSD2 peptide methylation, AlphaScreen, 120 min; inhibition, % at 12.5 µM; actives 0.54% (n = 310,000); AID 743445; in the data active = inhibition above about 50%
Target sequence (O96028 whole entry, looked up): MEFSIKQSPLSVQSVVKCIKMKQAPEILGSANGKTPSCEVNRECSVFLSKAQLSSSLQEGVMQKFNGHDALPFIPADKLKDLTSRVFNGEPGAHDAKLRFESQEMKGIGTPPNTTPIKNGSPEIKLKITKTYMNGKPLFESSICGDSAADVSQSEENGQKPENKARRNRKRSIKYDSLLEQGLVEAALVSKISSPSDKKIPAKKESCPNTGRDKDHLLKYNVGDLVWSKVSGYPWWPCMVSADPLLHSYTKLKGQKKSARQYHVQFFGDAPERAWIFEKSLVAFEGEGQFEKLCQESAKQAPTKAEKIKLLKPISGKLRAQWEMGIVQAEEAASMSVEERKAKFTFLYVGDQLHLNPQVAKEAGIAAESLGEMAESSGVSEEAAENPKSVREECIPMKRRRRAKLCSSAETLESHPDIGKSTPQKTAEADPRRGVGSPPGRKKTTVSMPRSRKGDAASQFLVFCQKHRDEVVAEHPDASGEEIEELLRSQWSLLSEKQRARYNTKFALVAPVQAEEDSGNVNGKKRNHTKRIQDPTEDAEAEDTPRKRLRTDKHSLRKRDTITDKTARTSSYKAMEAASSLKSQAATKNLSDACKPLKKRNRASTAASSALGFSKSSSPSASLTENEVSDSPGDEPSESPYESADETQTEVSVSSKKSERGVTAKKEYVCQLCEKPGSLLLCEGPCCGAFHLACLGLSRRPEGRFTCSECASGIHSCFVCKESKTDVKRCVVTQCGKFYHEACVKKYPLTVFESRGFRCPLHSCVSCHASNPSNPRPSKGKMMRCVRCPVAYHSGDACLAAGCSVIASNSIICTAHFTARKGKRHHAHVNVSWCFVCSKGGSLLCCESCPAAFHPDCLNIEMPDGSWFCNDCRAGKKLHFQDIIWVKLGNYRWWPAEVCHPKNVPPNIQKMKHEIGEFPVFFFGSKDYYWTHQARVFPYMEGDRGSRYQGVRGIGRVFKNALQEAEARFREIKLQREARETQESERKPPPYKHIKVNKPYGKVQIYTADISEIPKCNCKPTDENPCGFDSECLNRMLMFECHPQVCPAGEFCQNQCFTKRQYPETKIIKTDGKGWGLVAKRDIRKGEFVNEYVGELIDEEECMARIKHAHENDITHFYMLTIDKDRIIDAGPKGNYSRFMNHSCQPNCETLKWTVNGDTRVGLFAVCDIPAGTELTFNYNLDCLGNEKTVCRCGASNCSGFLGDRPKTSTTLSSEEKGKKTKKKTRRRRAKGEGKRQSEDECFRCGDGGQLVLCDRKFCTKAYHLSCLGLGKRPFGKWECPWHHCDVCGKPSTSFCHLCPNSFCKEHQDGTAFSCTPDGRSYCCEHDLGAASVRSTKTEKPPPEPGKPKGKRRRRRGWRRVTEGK
* marks the source's active call; other numbers are inactive results; nt = not tested or not shown.

SMILES	PfHsp90 set2	dFosB activator	CAL PDZ FP-1	Rtt109 HAT inh	MITF act	SR-BI DiI-HDL act	CAL PDZ FP-2	SR-BI DiI inh	PvdQ inh	NSD2 HMT inh
CCOc1ccc(S(=O)(=O)n2c([N+](=O)[O-])cnc2C)c(C)c1C	2	-2	0.1	4	nt	-6	-1	6	-12	-4
CC12C=CC3(CN(Cc4ccccc4)C(=O)C3C1C(=O)NCc1ccco1)O2 (configuration not stated)	32	-12	-0.4	1	2	6	-3	-6	-2	1
FC(F)(F)c1cccc(NC(=S)NCc2ccccc2)c1	27	-4	0.3	-8	3	-6	-1	6	-15	-4
COc1ccc(C2=NN(C(=O)CCCC(=O)O)C(c3cn(-c4ccccc4)nc3-c3ccccc3)C2)cc1 (configuration not stated)	-2	-6	0.2	23	-8	22	-6	-22	-3	1
O=C1C=C(c2ccc(Br)c3ccccc23)C[C@@H](c2ccc3c(c2)OCO3)C1	-7	-5	-0.6	-28	-6	-32	2	32	1	nt
O=C(COc1cccc(Cl)c1)NCC(c1cccs1)N1CCOCC1 (configuration not stated)	-4	-9	-2.1	3	-4	8	-3	-8	-9	nt
CCC(=O)N1CCn2c1nc1ccccc12	3	1	0.2	7	0	29	nt	-29	-2	-3
COc1ccc(-c2nc(N)nc(N)n2)c(O)c1	14	-1	-1.3	3	42	-15	1	15	9	nt
Cc1cccn2c(=O)c3cc(C(N)=S)c(=N)n(CCCOC(C)C)c3nc12	-10	-22	-3.0	-12	4	-4	-3	4	2	-4
Cc1cn(C(=O)c2cccc(Br)c2)c(C)n1	1	-3	0.8	3	-10	12	-3	-12	1	-1
CCOC(=O)[C@H]1[C@H]2COc3ccc(Br)cc3[C@@H]2N2C(=O)c3cc(F)c(F)cc3NC(=O)[C@@]12C	-7	7	-1.8	6	-3	-10	-1	10	20	nt
O=C(CSCc1ccc(Br)cc1)NCCc1ccccc1	4	-2	-0.8	-2	nt	34	-4	-34	-10	-7
CCCCC1(C)OC(=O)C(=Cc2ccc(N(C)C)cc2)C(=O)O1 (configuration not stated)	8	14	2.5	-3	6	-4	-2	4	-12	6
CCc1ccc(Nc2nnc(SCn3nnc4ccccc4c3=O)s2)cc1	7	0	0.9	0	2	37	0	-37	7	-3
Cc1cccc(NC(=O)C2CCCN(S(=O)(=O)c3cccs3)C2)c1C (configuration not stated)	2	7	-1.5	5	0	-17	-1	17	-13	1
CCOC(=O)c1[nH]c(C)c(C(=O)OCC(=O)NCc2ccc(OC)cc2)c1C	-22	-15	0.2	14	-10	4	3	-4	-15	4
Cc1cc(C)c2c(C(C)(C)C)nn(-c3ccccc3)c2n1	-6	-14	-3.4	0	8	-6	-3	6	-22	-9
COCC(=O)Nc1ccc2c(c1)OCO2	-11	6	0.6	2	0	1	-1	-1	6	-1
O=C(COC(=O)c1cccnc1Nc1cccc(C(F)(F)F)c1)NCCN1C(=O)CSC1=O	-10	3	-0.3	8	-3	-27	-3	27	12	-2
Cc1cccc(NS(=O)(=O)c2c(C)nc3scc(C)n3c2=O)c1	-1	0	-3.3	-2	7	-8	0	8	0	3
COc1ccccc1-c1oc2ccccc2c1C#CCO	-23	0	-0.9	2	20	24	-4	-24	-18	nt
Cc1ccc(N(CC(=O)NC(C)(C)C)C(=O)CNC(=O)c2cccs2)cc1C	-6	-6	0.2	-3	-1	8	2	-8	-2	-2
COc1cc(/C=N/Nc2nc3ccccc3s2)ccc1O	-35	-7	1.1	27	30	-40	-4	40	8	5
Cc1c(C(=O)OCC(C)C)[nH]c2c1C(=O)CC(c1cccs1)C2 (configuration not stated)	30	3	-2.0	-4	-31	nt	-2	3	-16	nt
Nc1nnn(-c2ccccc2)c1-c1ccccc1	14	2	-0.1	2	nt	21	nt	-21	8	0
CN(C(=O)c1ccc(NC(=O)Cc2ccc(NC(=O)C3CCCN(C(=O)C4CCCCC4)C3)cc2)cc1)C1CC1 (configuration not stated)	-11	-13	-0.3	13	-1	-50	-2	50	-18	nt
CCc1nn(CC(=O)N2CCN(c3ccc(OC)cc3)CC2)c(=O)c2cc3occc3n12	12	2	-0.2	4	9	-20	6	20	-1	nt
CCCn1cnc2c(SCc3ccc(Cl)cc3)nc(N)nc21	3	-4	-1.1	-1	33	9	-3	-9	-3	-3
COc1ccc(CN(C)C(=O)c2ccc(NC(=O)CC3SC(N4CCCC4)=NC3=O)cc2)c(OC)c1OC (configuration not stated)	nt	-8	-2.3	3	8	-15	-6	15	-5	-1
CC(OC(=O)CCNS(=O)(=O)c1ccccc1)C(=O)Nc1ccc(S(=O)(=O)N2CCCCC2)cc1 (configuration not stated)	10	0	0.2	8	-9	4	-2	-4	-5	0
CCn1c2ccccc2c2cc(NC(=O)C(C)C)ccc21	-21	-7	-3.5	-2	11	-19	1	19	-17	-3
COC(=O)[C@@H]1[C@@H](C#N)C2(c3ccccc3-c3ccccc32)N(c2ccc(Cl)cc2)N1C#N	100*	-23	-2.0	-2	-34	nt	1	nt	-14	nt
CC(=O)Nc1nc(CCC(C)C)cc2c1c(=O)oc1ccccc12	-31	5	-1.3	-6	4	-14	0	41	-3	-3
CC(=O)Nc1ccc(NC(=O)C(F)(F)F)cc1	nt	2	-0.5	-6	0	24	-1	-24	-7	0
COc1ccc(OCc2cc(C(=O)N3CCCC(OC)C3)no2)c2ccccc12 (configuration not stated)	nt	-7	-2.7	-1	34	6	-3	-6	-7	9
CNC(=O)CSc1nnc(C2CC2)n1-c1ccccc1	-13	-9	-1.1	-1	9	-2	-3	2	4	-3
COc1ccc(Cn2c(-c3ccco3)nc3oc4ccccc4c(=O)c3c2=O)cc1	nt	-5	-0.6	-5	nt	-9	0	9	-11	-3
C=C(C)Cn1c(SCCN2CCOCC2)nc2c1c(=O)[nH]c(=O)n2C	-49	-5	-2.1	0	3	34	-7	-34	-8	0
C=CCOc1c(Br)cc(CNc2ccc3[nH]c(=O)[nH]c3c2)cc1OCC	-21	-6	0.4	-7	6	-8	2	8	-10	0
COc1ccc(-c2csc(N3CCOCC3)n2)cc1OC	8	0	-0.7	0	71	-14	-3	14	-5	3
O=C(NCCC(=O)N1CCN(c2ccccc2O)CC1)c1ccc(Cl)cc1	nt	-8	-2.3	-1	-13	-17	-2	17	-12	-4
COc1ccccc1CN1CC(C(=O)NCCn2ccc(C)n2)CCC1=O (configuration not stated)	4	1	-0.6	-7	5	5	-2	-4	-11	5
COC(=O)COc1ccc(-c2ccccc2)cc1C=O	-4	-2	-0.5	-26	-5	2	4	-2	-10	-1
C=C1CCN([C@@H](CC(C)C)C(=O)Nc2ccc(OC)cc2)S(=O)(=O)c2ccccc21	nt	-4	1.0	6	0	-14	2	14	-1	nt
CC1CC(c2ccccc2)n2nc(NC(=O)c3cccs3)nc2N1 (configuration not stated)	7	-3	-0.1	-2	6	-2	nt	2	-5	-1
CC(C)=CC(=O)N1CCC(n2nccc2NC(=O)CCc2ccccc2)CC1	-12	-3	-2.3	-5	6	-15	-3	15	-8	-1
CC(C)CC(=O)Nc1nnc(SCC(=O)NC2CCCCC2)s1	6	0	0.4	-1	4	nt	nt	-11	-14	4
Cc1cnc(CNC(=O)c2ccc3oc(Cc4ccccc4)nc3c2)[nH]1	3	-11	-2.0	6	2	7	-3	-7	11	6
Cc1cccc(C(=O)Nc2ccc(C(=O)/C=C/c3ccncc3)cc2)c1	-13	-4	43*	0	-55	-39	-4	39	4	0
CN(CC(=O)Nc1ccc(F)cc1)C(=O)c1cc2c(s1)CCCCC2	nt	-13	-2.7	-2	15	18	1	-18	-15	-1
Cc1cccc(C2=NN(c3ccc(Br)cc3)[C@@H](C(=O)N3CCOC3=O)[C@@H]2c2ccc(Cl)cc2)c1	-14	4	-0.4	5	-9	-12	-10	12	-11	nt
CC1CC1C(=O)OCC(=O)NC(=O)c1ccccc1 (configuration not stated)	nt	6	0.0	-15	-7	17	-1	-17	1	-3
CN(C(=O)COC(=O)c1ccc(NS(=O)(=O)c2cccs2)cc1)C1CCCCC1	nt	-7	-2.4	8	-7	5	2	-5	-12	-5
CCCCOC(=O)CCNc1n[nH]c(=O)[nH]c1=O	nt	5	nt	3	nt	-29	-3	29	-14	-2
COc1ccc(NC(=O)COC(=O)c2cc([N+](=O)[O-])ccc2N2CCOCC2)cc1	-13	-5	0.6	5	-1	-35	-8	35	-7	3

11 consecutive entries from above, for reference:
SMILES	PfHsp90 set2	dFosB activator	CAL PDZ FP-1	Rtt109 HAT inh	MITF act	SR-BI DiI-HDL act	CAL PDZ FP-2	SR-BI DiI inh	PvdQ inh	NSD2 HMT inh
COc1ccccc1CN1CC(C(=O)NCCn2ccc(C)n2)CCC1=O (configuration not stated)	4	1	-0.6	-7	5	5	-2	-4	-11	5
COC(=O)COc1ccc(-c2ccccc2)cc1C=O	-4	-2	-0.5	-26	-5	2	4	-2	-10	-1
C=C1CCN([C@@H](CC(C)C)C(=O)Nc2ccc(OC)cc2)S(=O)(=O)c2ccccc21	nt	-4	1.0	6	0	-14	2	14	-1	nt
CC1CC(c2ccccc2)n2nc(NC(=O)c3cccs3)nc2N1 (configuration not stated)	7	-3	-0.1	-2	6	-2	nt	2	-5	-1
CC(C)=CC(=O)N1CCC(n2nccc2NC(=O)CCc2ccccc2)CC1	-12	-3	-2.3	-5	6	-15	-3	15	-8	-1
CC(C)CC(=O)Nc1nnc(SCC(=O)NC2CCCCC2)s1	6	0	0.4	-1	4	nt	nt	-11	-14	4
Cc1cnc(CNC(=O)c2ccc3oc(Cc4ccccc4)nc3c2)[nH]1	3	-11	-2.0	6	2	7	-3	-7	11	6
Cc1cccc(C(=O)Nc2ccc(C(=O)/C=C/c3ccncc3)cc2)c1	-13	-4	43*	0	-55	-39	-4	39	4	0
CN(CC(=O)Nc1ccc(F)cc1)C(=O)c1cc2c(s1)CCCCC2	nt	-13	-2.7	-2	15	18	1	-18	-15	-1
Cc1cccc(C2=NN(c3ccc(Br)cc3)[C@@H](C(=O)N3CCOC3=O)[C@@H]2c2ccc(Cl)cc2)c1	-14	4	-0.4	5	-9	-12	-10	12	-11	nt
CC1CC1C(=O)OCC(=O)NC(=O)c1ccccc1 (configuration not stated)	nt	6	0.0	-15	-7	17	-1	-17	1	-3
